# Screens: PubChem, several laboratories
# FXIa inh – blocks human coagulation factor XIa protease activity; 0.14% of 220,000 active; AID 798; P03951; inhibition, % at 5 µM; purified FXIa, Boc-Glu-Ala-Arg-AMC fluorogenic substrate;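 active = inhibition of at least 40%; inactive = inhibition below 40%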;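 note: fluorescence of freed AMC excited at 355 nm; 0% = enzyme without compound and 100% = no enzyme blank; many of its hits are not listed in these tables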
# hK5 inh – inhibitors of human kallikrein 5 | inhibition, % at 5 µM | recombinant hK5, fluorogenic AMC substrate cleavage | 0.59% of 210,000 active | Q9Y337;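 active = inhibition of 40% or more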;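 note: 0% = enzyme controls without compound and 100% = no-enzyme blanks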
# Wee1 degr inh – inhibitors of human Wee1 degradation; P30291; HeLa Luc-Wee1K328M stability, luciferase luminescence; 100% = proteasome inhibitor MG132 effect; reporter increase, % at 5 µM; 1.2% of 220,000 active; AID 1321;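 active = activation above the mean of all tested compounds plus 3 SD, set per screening run, cut at about 8.8% in these data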;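 note: cells exposed to compound for 20 h before luminescence read; 0% = DMSO alone and 100% = MG132 at 30 µM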
# Hck Nef HTS – inhibitors of human Hck kinase activated by Nef; P08631; Recombinant Hck-YEEI plus Nef, Z-Lyte FRET kinase assay; inhibition, % at 20 µM; 0.68% of 220,000 active; AID 463187;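 active = Hck-Nef kinase inhibition above about 50%, limit read from the data; inactive = inhibition below that limit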;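 note: 0% = DMSO with Hck plus Nef and 100% = Hck alone without Nef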
# Thrombin inh – inhibitors of human thrombin; inhibition, % at 5 µM; 0.26% of 220,000 active; alpha-thrombin, Boc-VPR-AMC fluorogenic substrate cleavage; P00734;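 active = inhibition at or above 40%; inactive = inhibition below 40%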;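 note: 0% = enzyme with no compound and 100% = wells without enzyme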
#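 Material: human alpha-thrombin protein; Also added: Boc-VPR-AMC substrate, 15 µM final; Timing: enzyme reaction carried out at room temperature; Signal: fluorescence, ex 355 nm, em 460 nm; Measure: % inhibition of thrombin; Controls: enzyme without compound as high, wells lacking enzyme as low.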
# 14-3-3 Bad inh – disrupts binding of bovine 14-3-3 zeta to phospho-Bad peptide; inhibition, % at 21.7 µM; TR-FRET 14-3-3zeta/Dy647-pBad peptide displacement, 1 h; AID 781; 0.71% of 220,000 active;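 active = inhibition above about 70%, limit read from the data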;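 note: 0% = full 14-3-3 plus peptide FRET controls and 100% = background without 14-3-3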
# Target sequence (P63103 whole entry, looked up): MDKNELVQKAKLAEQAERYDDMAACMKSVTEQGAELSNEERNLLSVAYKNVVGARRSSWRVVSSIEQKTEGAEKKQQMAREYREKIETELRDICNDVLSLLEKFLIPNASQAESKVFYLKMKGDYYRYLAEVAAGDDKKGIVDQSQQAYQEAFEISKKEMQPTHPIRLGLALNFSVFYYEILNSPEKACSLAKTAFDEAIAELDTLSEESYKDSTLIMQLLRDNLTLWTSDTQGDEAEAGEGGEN
# Runt-SMMHC FRET – Runt domain-CBFb-SMMHC interaction inhibition | Cerulean-Runt/Venus-CBFb-SMMHC FRET ratio 530/480, 1 h | inhibition, % at 20 µM | 0.74% of 220,000 active | AID 1434;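 active = mean inhibition across duplicate retests at 20 µM reaching about 50%, limit read from the data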;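 note: 0% = DMSO wells and 100% = wells with excess untagged CBFb-SMMHC; inhibitors lower the FRET ratio by blocking Runt binding to CBFb-SMMHC; some results filed as inactive read as strong as hits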
# Target sequence (Q01196 whole entry, looked up, the tested form may be a part): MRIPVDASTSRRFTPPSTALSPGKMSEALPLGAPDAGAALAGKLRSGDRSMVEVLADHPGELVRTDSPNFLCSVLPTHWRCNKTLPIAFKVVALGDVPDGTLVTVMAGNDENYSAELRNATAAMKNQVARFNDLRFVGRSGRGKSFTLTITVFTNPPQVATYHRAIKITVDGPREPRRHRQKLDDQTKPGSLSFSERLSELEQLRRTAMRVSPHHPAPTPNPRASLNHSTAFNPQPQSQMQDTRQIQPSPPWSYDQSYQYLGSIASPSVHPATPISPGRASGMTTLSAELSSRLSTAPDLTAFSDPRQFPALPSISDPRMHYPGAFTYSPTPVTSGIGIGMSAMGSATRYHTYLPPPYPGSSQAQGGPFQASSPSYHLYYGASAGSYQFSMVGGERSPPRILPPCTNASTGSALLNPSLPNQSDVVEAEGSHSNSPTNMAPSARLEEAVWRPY
# Target sequence (Q13951 whole entry, looked up, the tested form may be a part): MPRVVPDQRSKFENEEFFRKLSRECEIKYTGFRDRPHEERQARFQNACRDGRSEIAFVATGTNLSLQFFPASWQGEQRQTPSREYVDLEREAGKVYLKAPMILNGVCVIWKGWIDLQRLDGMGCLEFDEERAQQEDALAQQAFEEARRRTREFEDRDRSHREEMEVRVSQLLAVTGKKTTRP
# Runt-CBFb FRET – Runt domain-CBFb interaction inhibition | 0.46% of 220,000 active | Cerulean-Runt/Venus-CBFb FRET ratio 530/480, 1 h | Q01196+Q13951 | inhibition, % at 20 µM;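 active = inhibition over about 50% at 20 µM in the single-dose screen, limit read from the data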;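 note: 0% = DMSO wells and 100% = excess unlabeled CBFb competitor control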
#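 Measured by: fluorescence energy transfer, 422 nm excitation, 530/480 nm emission; Assay system: Cerulean-Runt domain; Medium: Tris pH 7.5 buffer with BSA; Measure: loss of energy transfer signal; Controls: 5 µM unlabeled CBFb as full-inhibition high control; Incubation: protein complex preformed 1 h, compound exposure 1 h, room temperature, dark.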
# FXIIa inh 1536 – factor XIIa (human) inhibition | AID 800 | purified FXIIa, Boc-QGR-AMC fluorogenic substrate, 2 h | P00748 | inhibition, % at 5 µM | 0.3% of 220,000 active; in the data active = inhibition above about 40%;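 note: 0% = enzyme with no compound and 100% = blank without enzyme; many of its hits are not listed in these tables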
# Starred values were filed as active, the others as inactive; / = no result given; [ ] = dose if it differs, or a comment.
SMILES,FXIa inh,hK5 inh,Wee1 degr inh,Hck Nef HTS,Thrombin inh,14-3-3 Bad inh,Runt-SMMHC FRET,Runt-CBFb FRET,FXIIa inh 1536
C/C(=N\NC(=O)c1c(Br)c(C)nn1C)c1ccc(NC(=O)C(C)Oc2ccc(Cl)cc2C)cc1 (stereo not given),2,3,-4,0,0,11,-2,-6,8
O=C(COc1ncnc2cc([N+](=O)[O-])ccc12)NC(=O)NC1CCCCC1,-4,2,1,14,-12,14,1,0,10
Cc1cc(N)n(-c2nc(-c3cccnc3)nc3ccccc23)n1,-8,-12,0,37,-3,-10,-1,-1,0
Cc1cc(Nc2cccc(F)c2)n2c(n1)nc1ccccc12,-1,-3,2,0,2,-3,5,-1,15
NNC(=O)c1ccc(CSc2nc3ccccc3[nH]2)cc1,5,2,1,-25,-5,-7,2,0,3
CNC(=S)Nc1ccc(C(N)=O)cc1,4,5,-2,25,-3,-12,-6,2,7
CCOC(=O)c1c(/N=C/c2cc(C)ccc2O)sc2c1CCC2,-9,14,-1,-1,8,-9[fluorescence artefact?],33,13,-5
CC1CCC2C(=O)N(c3ccccc3OC(=O)c3ccccc3F)C(=O)C2C1 (stereo not given),-1,2,9.5*,17,-3,4,-1,0,6
CC(C(=O)O)N1C(=O)c2ccccc2C1=O (stereo not given),5,-11,4,2,0,3,1,3,13
COc1ccc(-n2c(=O)c3c4c(sc3n3c(=S)[nH]nc23)CCCC4)cc1,19,-13,-2,1,-2,-13,12,23,18
CCN(CC)S(=O)(=O)c1csc(C(=O)Nc2ccccn2)c1,-2,4,0,0,-4,0,1,1,13
COCc1c(C(=O)Nc2nc(C)cs2)oc2ccccc12,0,4,1,7,-3,-1,0,3,/
COc1ccc(N2C(=O)C3C4C=CC(C4)C3C2=O)c([N+](=O)[O-])c1 (stereo not given),-2,2,1,23,-7,-11,-1,0,7
CN(C(=O)CSc1nncc2ccccc12)C1CCCCC1,-3,-3,-3,22,8,-6,-6,0,9
O=C(CSc1nc2c(c(=O)n1-c1ccc(F)cc1)SCC2)NCc1ccco1,-4,2,-1,1,-2,15,2,0,11
N#Cc1c(N)nc2c(c1N)CC(=O)N2c1ccc(Cl)cc1,-12,-10,3,3,-2,-2,-7,-1,7
Cc1cnc(NC(=O)CSc2nnc(COc3ccccc3)o2)s1,1,0,0,-18,-5,-5,-2,2,6
O=C(CSc1nc2ncccc2[nH]1)c1ccc(F)cc1,3,-5,2,0,2,9,-7,0,12
Cc1cccc(OC(=O)c2cncc(Br)c2)c1,1,-2,-3,25,20,4,0,-1,14
CCOC(=O)Nc1nnc(/C=C/c2ccc(OC)cc2)s1,-1,-5,-2,6,-3,3,4,0,3
Cc1ccc(S(=O)(=O)Nc2cccc3ncccc23)s1,5,-223,-1,2,3,-40,4,0,12
COc1ccc(C(=O)N2CCCC(C(=O)N3CCN(c4ccccc4)CC3)C2)cc1 (stereo not given),-3,-3,-1,20,-4,4,4,1,2
O=C(Nc1nc(-c2ccc3c(c2)OCCO3)cs1)c1ccc(S(=O)(=O)N2CCCCC2)cc1,-15,4,0,1,-2,-14[fluorescence artefact?],-4,-3,-1
CC(=O)N(C)Cc1ccc(C(=O)CCl)cc1,-3,-16,0,9,1,4,-1,3,-4
CC(C)CC(N)C(=O)OCc1ccc([N+](=O)[O-])cc1 (stereo not given),-3,-7,-2,2,-8,-6,-1,-2,0

# In the list so far, these have an aryl methoxy group:
SMILES,FXIa inh,hK5 inh,Wee1 degr inh,Hck Nef HTS,Thrombin inh,14-3-3 Bad inh,Runt-SMMHC FRET,Runt-CBFb FRET,FXIIa inh 1536
COc1ccc(-n2c(=O)c3c4c(sc3n3c(=S)[nH]nc23)CCCC4)cc1,19,-13,-2,1,-2,-13,12,23,18
COc1ccc(N2C(=O)C3C4C=CC(C4)C3C2=O)c([N+](=O)[O-])c1 (stereo not given),-2,2,1,23,-7,-11,-1,0,7
CCOC(=O)Nc1nnc(/C=C/c2ccc(OC)cc2)s1,-1,-5,-2,6,-3,3,4,0,3
COc1ccc(C(=O)N2CCCC(C(=O)N3CCN(c4ccccc4)CC3)C2)cc1 (stereo not given),-3,-3,-1,20,-4,4,4,1,2

# Additional results:
SMILES,FXIa inh,hK5 inh,Wee1 degr inh,Hck Nef HTS,Thrombin inh,14-3-3 Bad inh,Runt-SMMHC FRET,Runt-CBFb FRET,FXIIa inh 1536
Cc1nc2c(F)c(F)c(C(F)(F)F)c(F)c2[nH]1,15,-1,-1,-5,1,7,-1,0,23
Cc1ccc(/C=N/NC(=O)c2ccc3nc[nH]c3c2)s1,-7,-15,2,1,5,5,0,/,-1
CC(C)c1cc[n+](-c2nc([O-])sc2C=O)cc1,2,-7,-3,0,-6,16,1,7,13
O=C(COc1ccc(Cl)cc1Cl)OCC(=O)N1CCCc2ccccc21,7,-4,5,-1,-5,-7[fluorescence artefact?],-3,0,5
CC(=O)c1cccc(NC(=O)c2ccc(N(C)S(C)(=O)=O)cc2)c1,7,-3,-1,1,-7,-3,1,0,3
O=c1c2ccccc2nc(-c2cccs2)n1-c1cccc2ccccc12,12,-12,1,3,-8,-7,2,2,4
COC(=O)CN1C(=O)CC(C)(C)S(=O)c2ccccc21 (stereo not given),-2,-7,0,16,-4,-1[fluorescence artefact?],1,-1,7
Cc1nnc2ccc(-c3cccc(NC(=O)Cc4cccs4)c3)nn12,-2,-11,0,45,4,-13,-6,-1,5
Cc1[nH]n(-c2ccc([N+](=O)[O-])cc2)c(=O)c1C=NCCc1c(C)[nH]c2ccccc12,10,-11,2,4,-4,1,-9,2,1
Cn1nc(C(F)(F)F)c(-c2ccc(F)cc2)c1NC(=O)c1cccnc1,2,2,-1,-1,0,-2,0,0,10
COc1cccc(-c2ccc(=O)n(CC(=O)Nc3ccc(C(=O)N4CCCC4)cc3)n2)c1,4,-6,0,-2,2,-1,-4,-2,14
Cc1ccccc1-n1c(SCc2cc(=O)n3ccccc3n2)nc2[nH]ncc2c1=O,3,-10,0,1,0,6,4,-1,11
COC(=O)c1ccc(/C=C(\C#N)c2nc3ccccc3s2)cc1,4,-28,-3,1,5,41[fluorescence artefact?],-8,-8,8
CCCCN(C)C(=O)c1nc2ccccn2c1CN1CCN(c2ncccn2)CC1,0,/,3,-2,-3,-13,2,1,10
CCCCCOC(=O)Cn1c(=O)oc2ccc(C)cc21,2,-5,5,1,-4,15,0,-3,10
CON(c1nc(Cl)nc(N(C)C)n1)S(=O)(=O)c1ccccc1Cl,3,-4,1,-2,-5,4,-2,-1,10
COc1cccc(NC(=O)Cc2nnc(SCCOc3ccccc3)n2C)c1,-1,-26,1,17,-1,8,1,-1,7
COC(=O)C1=NN(c2ccccc2)C2(S1)SC(C(C)=O)=C(C)N2c1ccccc1 (stereo not given),10,0,-2,0,2,-4,3,0,14
NC(N)=NS(=O)(=O)c1ccc(NC(=S)NC(=O)c2ccc3c(c2)OCO3)cc1,7,-19,-3,-5,1,-1,0,1,-5
Cc1ccc(CSc2nnc(-c3cccs3)n2C)cc1,1,-22,1,1,-1,12[fluorescence artefact?],-2,-1,-5
CC1(C)SCC2C(=O)N3C(CSC3(C)C)C(=O)N21 (stereo not given),3,-13,-1,1,-7,2,2,0,-4
CSc1nc(C)c(CCOC(=O)c2cccc(Cl)c2)c(=O)[nH]1,4,-7,1,-1,-5,-8,-12,-1,16
CC(=O)Nc1ccc(NC(=O)c2ccccc2S(=O)(=O)c2ccc([N+](=O)[O-])cc2)cc1,7,-2,1,21,-4,-6,-3,0,8
c1ccc(-n2nnnc2OCCOc2nnnn2-c2ccccc2)cc1,-2,-23,0,-10,-6,13,-3,0,6
NC1=NC(=O)C2(COC(c3ccccc3Cl)OC2)S1 (stereo not given),5,-9,0,1,-4,-8,-2,1,12

# Later entries
SMILES,FXIa inh,hK5 inh,Wee1 degr inh,Hck Nef HTS,Thrombin inh,14-3-3 Bad inh,Runt-SMMHC FRET,Runt-CBFb FRET,FXIIa inh 1536
N=c1oc2cc(O)ccc2cc1C(=O)Nc1ccccn1,-26,-17,-3,115*,-46,6,87*,20,-25
O=C(N/N=C/C=C/c1ccco1)c1ccncc1,2,2,2,18,-7,5,-4,2,8
C/C(Cn1nnc2ccccc21)=N\NC(=O)c1cccc(Br)c1,3,-8,2,1,-3,-4,-3,-1,3
CCCOc1ccc(/C=N/Nc2ccc(C(=O)O)cc2)c(OCCC)c1,0,5,-4,22,0,-2,2,2,/
CCN(CC(=O)N1CCOCC1)S(=O)(=O)c1ccc(C)cc1,4,-22,-2,-9,-18,-5[fluorescence artefact?],1,0,3
Cc1ccc(C)c(C(=O)CSc2nc3ccccc3c(=O)[nH]2)c1,0,5,1,23,-11,-12,1,4,4
COc1ccc(/C=N/OC(=O)Nc2ccccc2OC)cc1,0,2,0,19,-9,10,-1,-4,8
COc1ccc(-c2cc(-c3c(O)c(OC)c4occc4c3OC)[nH]n2)cc1OC,5,1,0,0,2,0[fluorescence artefact?],-4,3,4
COc1ccc(S(=O)(=O)N2CCCCCC2)cc1N,1,-2,-1,27,-6,-15,-1,-1,10
COc1ccc(CN2CCNC(=O)C2CC(=O)NCCSc2nccn2C)cc1OC (stereo not given),-1,1,-3,17,-9,-8,-1,-1,12
Cc1ccc(N(CC(=O)N/N=C/c2cccs2)S(C)(=O)=O)cc1Cl,-6,-5,-1,-1,4,1,1,2,12
C/C(=N\NC(=O)c1ccc(C)cc1C)c1ccc(-n2ccnc2)cc1,3,-10,7,4,-8,-3,2,0,14
N/C(=N\OC(=O)CCc1ccccc1)c1ccc(Br)cc1,2,-1,-1,1,3,12,-4,/,13
CN1CCN(Cc2nc(-c3cccs3)no2)CC1c1ccccc1 (stereo not given),3,/,4,-14,0,-3,-4,2,10
CCC(=O)c1ccc(O)cc1,24,13,-4,-5,/,5,-1,-2,17
CSc1ccc(Cn2nnc(C(=O)NCc3ccccc3)c2N)cc1,1,-25,-1,19,-4,2[fluorescence artefact?],-3,1,9
Cc1ccc(C)c(N2CC(C(=O)O)CC2=O)c1 (stereo not given),-7,1,0,15,-1,-5,-3,0,6
Cc1ccc(C)c(OCCn2cc(/C=C(\C#N)C(=O)NCc3ccco3)c3ccccc32)c1,2,-1,1,3,15,17[fluorescence artefact?],63*,19,0
Cc1ccc(SCC(=O)N2CC(C)OC(C)C2)cc1 (stereo not given),2,-5,4,1,2,-5,2,0,10
CCC(C)c1c(O)nc(SCC(=O)c2ccccc2)[nH]c1=O (stereo not given),4,6,-1,0,-1,1,2,2,4
CCN(CC)C(=O)C1CCCN(Cc2cccc(F)c2)C1 (stereo not given),-6,1,1,-4,-5,58,5,0,-8
COc1ccc(S(=O)(=O)CCc2nnc(NC(C)=O)s2)cc1,4,2,-2,12,-5,-1,3,0,13
CCSC(=S)c1c(C)[nH]n(-c2ccccc2)c1=O,2,-5,-2,8,-6,5,1,-2,9
Cc1cccc(NS(=O)(=O)c2cnc(Cl)c(Br)c2)n1,13,-3,0,1,8,0[fluorescence artefact?],3,2,0
O=C1CCc2ccc(NC(=O)C3CC3)cc2N1,0,0,2,15,-11,-14,-3,0,9
